# Screening data (PubChem BioAssay)
# KOR beta-arrestin-1: kappa opioid receptor activators – cell-based, luminescence, uHTS, primary screen (AID 1777) | KOR beta-arrestin recruitment, luminescence; higher % means a stronger effect | activation, % at 10 µM; hits with a dose series show EC50 in µM | 280,000 compounds, 0.02% hits; in the data active means activation above about 50%, passing the limit was not always enough; further: a part of the inactive calls stands beside numbers as strong as those of hits
# NOD1 NF-kB reporter: inhibition of NOD1-driven NF-kB reporter – cell-based, luminescence, uHTS, primary screen (AID 1578); inhibition, % at 4 µM; hits with a dose series show EC50 in µM; NOD1-driven NF-kB luciferase reporter cells, luminescence; higher % means a stronger effect; 290,000 compounds, 1% hits; in the data active means inhibition mostly above about 36%, no sharp cut-off; inactive means mostly below about 34%;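 further: HEK-293T reporter cells stimulated with the NOD1 agonist gamma-tri-DAP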
# GPR55 beta-arrestin: selective activators of receptor GPR55 – imaging, U2OS cells, beta-arrestin-GFP redistribution, primary screen (AID 1961); 290,000 compounds, 0.048% hits; one-dose activation, % at 10 µM; EC50 in µM for titrated hits; U2OS GPR55 beta-arrestin-GFP redistribution imaging; higher % means a stronger effect;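 active means activation above 40% with more than 50 cells counted in the well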;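 further: U2OS osteosarcoma cells stably expressing GPR55 and beta-arrestin-GFP; plate controls were DMSO negative control for no effect and LPI positive control for full effect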
# K1F lysis inhibition: protection from phage-mediated lysis, alamar blue read-out – E. coli UTI89, K1F phage, bacterial capsule biogenesis inhibitors (AID 488966). E. coli UTI89 K1F phage lysis, alamar blue, 2 h; higher % means a stronger effect. 340,000 compounds, 0.02% hits. one-dose inhibition, % at 100 µM; IC50 in µM for titrated hits;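 active means phage lysis inhibition, versus mean bacterial control, above a set limit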;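 further: capsule biogenesis inhibitors block K1F phage lysis so surviving cells raise fluorescence; higher fluorescence means more inhibition of phage lysis; actives were called in the ten point dose series up to 300 µM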
# GPR55 LPI antagonism: inhibition of LPI-stimulated GPR55 beta-arrestin translocation – imaging, U2OS, beta-arrestin-GFP, LPI agonist, primary screen (AID 2013) | U2OS GPR55 beta-arrestin-GFP translocation imaging, LPI antagonism; higher % means a stronger effect | one-dose inhibition, % at 10 µM; IC50 in µM for titrated hits | 290,000 compounds, 0.13% hits;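 active means spots per cell inhibited over 60%, with over 100 cells counted and total cytoplasm intensity under 500,000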;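 further: U2OS cells stably carrying GPR55 and arrestin-GFP stimulated by 5 µM LPI near EC80; imaged beta-arrestin-GFP aggregate spots per cell after agonist stimulation; plate controls were LPI-stimulated DMSO wells for no effect and DMSO wells without LPI for full effect; some results filed as inactive read as strong as hits; confirmed hits need IC50 under 10 µM and bright autofluorescent wells are also inconclusive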
# GPR35 arrestin U2OS: inhibition of zaprinast-stimulated GPR35 beta-arrestin translocation – imaging, U2OS, beta-arrestin-GFP, zaprinast agonist, primary screen (AID 2058). one-dose inhibition, % at 10 µM; IC50 in µM for titrated hits. U2OS GPR35 beta-arrestin-GFP translocation imaging, zaprinast antagonism; higher % means a stronger effect. 290,000 compounds, 0.052% hits;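 active means inhibition of at least 50% with at least 30 cells and total cytoplasm GFP at most 10,000,000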
# NTR1 ag: NTR1-driven beta-arrestin-GFP spot formation – imaging, U2OS cells, high content, primary screen (AID 493036) | agonist mode | P30989 | activation, % at 20 µM | 330,000 compounds, 0.17% hits;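 active means activation at or above 40% of the spot to cytoplasm intensity ratio, with at least 20 cells analyzed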;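 further: 0% = DMSO without peptide and 100% = 100 nM NTR1 peptide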
# Target sequence (P30989 whole entry, looked up): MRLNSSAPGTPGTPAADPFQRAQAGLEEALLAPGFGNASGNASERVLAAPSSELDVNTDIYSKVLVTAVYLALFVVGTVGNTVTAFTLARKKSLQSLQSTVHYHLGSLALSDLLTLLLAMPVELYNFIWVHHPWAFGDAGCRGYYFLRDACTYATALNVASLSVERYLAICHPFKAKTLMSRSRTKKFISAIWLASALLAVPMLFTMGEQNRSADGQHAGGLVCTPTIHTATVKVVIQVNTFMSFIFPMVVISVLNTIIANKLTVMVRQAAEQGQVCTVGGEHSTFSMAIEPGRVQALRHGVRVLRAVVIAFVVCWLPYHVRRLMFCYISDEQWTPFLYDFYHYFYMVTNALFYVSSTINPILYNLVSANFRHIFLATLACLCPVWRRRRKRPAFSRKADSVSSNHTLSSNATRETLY
# MgcRacGAP inhibition: MgcRacGAP GTPase-activating activity inhibitors, confirmation, biochemical, ADP Hunter fluorescence. MgcRacGAP-stimulated Rac1 GTP hydrolysis, ADP Hunter fluorescence; higher % means a stronger effect; GST-tagged Rac1 F28L mutant substrate. inhibition, % at 30 µM; hits with a dose series show IC50 in µM. 340,000 compounds, 0.6% hits. AID 624330;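 active means first-screen hits whose inhibition reached a set limit at any dose in the follow-up dose series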;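 further: fluorescence reports GDP produced by GAP-driven GTP hydrolysis; strong numbers were not always called active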
# KOR beta-arrestin-2: KOR antagonists, beta-arrestin recruitment, cell-based, luminescence, uHTS (AID 1778); KOR beta-arrestin recruitment, luminescence, antagonist mode; higher % means a stronger effect; inhibition, % at 10 µM; hits with a dose series show IC50 in µM; 290,000 compounds, 0.091% hits; in the data active means inhibition above about 50%; further: strong numbers were not always called active
# NTR1 ag cell count 20 µM: also measured in NTR1 ag; calls as there; cell count; measured here: cell count, cytotoxicity flag
# * hit, by the source's call; . = no result given; [ ] = another dose, or the depositor's remark. Not all compounds are listed; the hit share may differ from the screen's.
SMILES,KOR beta-arrestin-1,NOD1 NF-kB reporter,GPR55 beta-arrestin,K1F lysis inhibition,GPR55 LPI antagonism,GPR35 arrestin U2OS,NTR1 ag,NTR1 ag cell count 20 µM,MgcRacGAP inhibition,KOR beta-arrestin-2
CN1CCN(CC#CCC(O)(c2ccccc2)c2ccccc2)CC1,1.5%,-5%,-0.3%,0.2%,4%,1%,-0.5,54,14%,13%
CCOc1c(Br)cc(C(N)=O)cc1OCc1ccccc1,2.6%,-4%,-0.1%,0.0%,14%,9%,6.8,89,5%,17%
Cc1nn(-c2ccc(F)cc2F)c(=O)c2noc(C)c12,.,-7%,-0.1%,0.5%,0%,5%,-0.7,59,9%,4%
COC(=O)C1=C(N)Oc2cc(C)n(CCc3ccccc3)c(=O)c2C1c1cccnc1 (stereo not given),-0.5%,-5%,-0.2%,2.6%,-6%,57%,-0.8,61,8%,-24%
O=C(O)C1CC=CCC1C(=O)Nc1cccc(F)c1 (stereo not given),-4.1%,-1%,0.2%,2.1%,3%,-4%,0.7,54,-3%,-44%
Cc1ccc(NC(=O)COC(=O)CCC(=O)c2cccs2)cc1C,-1.1%,6%,-0.3%,0.2%,3%,14%,0.9,73,2%,24%
c1ccc2c3c([nH]c2c1)C1(CCCCC1)NCC3,2.8%,-39%,0.9%,0.2%,10%,0%,-1.4,98,7%,2%
COc1ccccc1C(=O)Nc1ccccc1N1CCOCC1,-3.1%,13%,0.8%,2.0%,-12%,14%,0.2,36,14%,20%
O=Cc1sc(Nc2ccccc2)nc1Cl,-6.6%,2%,0.1%,0.0%,10%,-2%,2.9,34,1%,-1%
CCOC(=O)c1sc2nc(-c3cccnc3)ccc2c1N,-3.2%,-64%,0.6%,0.5%,-8%,1%,0.8,49,0%,-11%
C[Si](C)(C)n1ccnc1,-2.5%,-17%,0.4%,2.1%,-13%,-6%,1.3,70,2%,-19%[20 µM]
Cc1ccc(NC(=O)C2CCCN2C(=O)NC2CCCCC2)cc1F (stereo not given),-3.7%,-5%,0.2%,0.3%,0%,-16%,0.6,52,0%,-7%
COc1ccc(C)cc1NC(=O)C1C2C=CC(C2)C1C(=O)O (stereo not given),-4.7%,-10%,-0.4%,0.1%,-1%,9%,-2.8,92,4%,20%
Cc1ccc(NC(=S)N(CCCN2CCOCC2)Cc2ccccn2)cc1Cl,1.4%,6%,0.2%,-0.1%,-6%,0%,-0.1,57,4%,-28%
COC(=O)c1ccc(NC(=O)CNCc2ccncc2)cc1,3.3%,-16%,0.8%,3.4%,-1%,2%,2.3,70,11%,21%
O=C(COC(=O)c1ccccc1Br)NCc1ccccc1,-2.0%,-32%,0.3%,1.3%,-5%,-4%,2.9,61,4%,5%
COc1ccc(C(=O)CC(=O)O)c2c1C=CC(C)(C)O2,-2.4%,-6%,-0.1%,0.3%,6%,8%,0.2,90,4%,12%
Cc1nn(-c2ccccc2)c2nc(N)c(C(N)=O)cc12,-1.4%,-18%,-0.1%,0.2%,7%,0%,1.4,93,14%,23%
Cc1ccc(-c2nc(SCC(=O)NCC3CCCO3)c(-c3ccc(Cl)cc3)[nH]2)cc1 (stereo not given),-0.1%,-24%,-0.3%,-0.3%,7%,-7%,5.2,51,1%,-18%
CCN(CC)S(=O)(=O)c1ccc2c(c1)N(CC(=O)NCCCN1CC(C)CC(C)C1)C(=O)CO2 (stereo not given),0.1%,5%,0.2%,0.0%,-8%,-9%,0.0,49,-21%,-23%
Cc1csc2ncc(C(=O)NCCC(c3ccccc3)c3ccccc3)c(=O)n12,-0.6%,-1%,-0.1%,-0.3%,4%,2%,28,58,-7%,4%
CS(=O)(=O)O/N=C1\CCCCC1c1ccc([N+](=O)[O-])cc1[N+](=O)[O-] (stereo not given),0.5%,-6%,-0.1%,0.0%,-4%,10%,0.8,70,1%,-3%
Cc1cccc(COCC(Cc2ccccc2)N2CCN(C(=O)c3ccc(Cl)c(Cl)c3)CCC2=O)c1 (stereo not given),-0.5%,-32%,0.2%,-0.5%,23%,9%,13,49,4%,-34%
CCC(C)[C@H](NC(=O)Nc1ccc(Oc2ccccc2)cc1)C(=O)O (stereo not given in full),-0.1%,-14%,-0.1%,-0.1%,7%,14%,-1.1,33,20%,5%
CCc1cc(=O)oc2cc(OCC(=O)OC)c(Cl)cc12,0.9%,10%,-0.1%,-0.7%,6%,-1%,3.9,77,-5%,-6%
Fc1ccc(CNC(=S)NCc2ccccc2)cc1,5.5%,-14%,0.0%,0.0%,-7%,3%,-0.8,34,0%,-20%
COCCn1c(COc2ccccc2)nnc1SCC(N)=O,-5.6%,-12%,0.2%,-1.6%,12%,-6%,.,.,7%,-18%
COc1ccc(/C=C(\NC(=O)c2ccc(Cl)cc2)C(=O)NCCCN2CCOCC2)cc1OC,0.3%,-6%,1.2%,0.1%,5%,-4%,0.4,41,5%,5%
Cc1cccc(/C(N)=N/OC(=O)c2ccoc2C)c1,2.2%,-47%,-0.1%,-1.1%,-6%,-3%,0.9,64,7%,-34%
N/C(=N\OC(=O)c1cccs1)C1(c2ccc(Cl)cc2Cl)CC1,-4.9%,0%,-0.2%,-1.0%,6%,-2%,-0.7,51,-4%,18%

# 2 neighbouring entries out of the list so far:
SMILES,KOR beta-arrestin-1,NOD1 NF-kB reporter,GPR55 beta-arrestin,K1F lysis inhibition,GPR55 LPI antagonism,GPR35 arrestin U2OS,NTR1 ag,NTR1 ag cell count 20 µM,MgcRacGAP inhibition,KOR beta-arrestin-2
Cc1cccc(/C(N)=N/OC(=O)c2ccoc2C)c1,2.2%,-47%,-0.1%,-1.1%,-6%,-3%,0.9,64,7%,-34%
N/C(=N\OC(=O)c1cccs1)C1(c2ccc(Cl)cc2Cl)CC1,-4.9%,0%,-0.2%,-1.0%,6%,-2%,-0.7,51,-4%,18%

# Profiles, looked up by structure. Values in the order: KOR beta-arrestin-1, NOD1 NF-kB reporter, GPR55 beta-arrestin, K1F lysis inhibition, GPR55 LPI antagonism, GPR35 arrestin U2OS, NTR1 ag, NTR1 ag cell count 20 µM, MgcRacGAP inhibition, KOR beta-arrestin-2
# Record of COCCn1c(COc2ccccc2)nnc1SCC(N)=O → -5.6%, -12%, 0.2%, -1.6%, 12%, -6%, ., ., 7%, -18%
# Record of Cc1cccc(/C(N)=N/OC(=O)c2ccoc2C)c1 → 2.2%, -47%, -0.1%, -1.1%, -6%, -3%, 0.9, 64, 7%, -34%
# Record of COc1ccc(/C=C(\NC(=O)c2ccc(Cl)cc2)C(=O)NCCCN2CCOCC2)cc1OC → 0.3%, -6%, 1.2%, 0.1%, 5%, -4%, 0.4, 41, 5%, 5%
# Record of CCc1cc(=O)oc2cc(OCC(=O)OC)c(Cl)cc12 → 0.9%, 10%, -0.1%, -0.7%, 6%, -1%, 3.9, 77, -5%, -6%
# Record of Cc1cccc(COCC(Cc2ccccc2)N2CCN(C(=O)c3ccc(Cl)c(Cl)c3)CCC2=O)c1 (stereo not given) → -0.5%, -32%, 0.2%, -0.5%, 23%, 9%, 13, 49, 4%, -34%

# Additional results.
SMILES,KOR beta-arrestin-1,NOD1 NF-kB reporter,GPR55 beta-arrestin,K1F lysis inhibition,GPR55 LPI antagonism,GPR35 arrestin U2OS,NTR1 ag,NTR1 ag cell count 20 µM,MgcRacGAP inhibition,KOR beta-arrestin-2
Cc1nn(Cc2ccccc2)c(C)c1NC(=O)CSc1nc(C2CC2)nc2c1cnn2-c1ccccc1,-2.8%,-21%,0.8%,2.0%,6%,2%,1.7,63,11%,-25%
CCCCCCN(C(=O)CCCCCN1C(=O)NC(c2ccc(C3CCCCC3)cc2)C(C(=O)OCc2ccccc2)=C1C)C(C(=O)NCCCC)c1ccc(OCC(=O)OC)c(C(=O)OC)c1 (stereo not given),3.3%,-5%,-0.1%,.,-15%,3%,.,.,.,20%
CN(CC(=O)Nc1ccc(Cl)c(C(F)(F)F)c1)C(=O)CC1Sc2ccccc2NC1=O (stereo not given),-4.3%,-19%,-0.1%,0.3%,5%,-18%,1.9,54,4%,17%
CCOC(=O)c1c(C)[nH]c(C(=O)CSc2ccccc2)c1C,5.5%,-115%,0.3%,-0.3%,-16%,-9%,-0.5,41,0%,0%
CC1(C)Cc2nc3sc(C(=O)O)c(N)c3cc2CS1,1.8%,-29%,0.6%,.,-2%,-9%,0.9,34,.,-15%
Cc1cccc2cc(CNCc3ccccc3)c(Cl)nc12,.,-9%,-0.1%,0.8%,9%,8%,0.7,39,1%,-39%[20 µM]
CC1CCCCC1NC(=O)CSc1nc2ccccc2[nH]1 (stereo not given),-2.1%,-18%,-0.1%,0.3%,-5%,13%,0.0,61,5%,14%
COc1cccc(OCc2nnc(-c3cccs3)o2)c1,6.7%,-32%,0.1%,0.5%,0%,3%,0.6,42,-6%,14%
O=C(NCC1CCCO1)Nc1ccc2c(c1)OCO2 (stereo not given),-0.2%,-25%,0.3%,0.1%,12%,4%,0.0,68,13%,-1%
c1ccc(Nc2nc(N3CCNCC3)nc(N3CCOCC3)n2)cc1,0.0%,-4%,-0.3%,6.5%,4%,2%,-2.7,92,9%,15%
CCN(CC)S(=O)(=O)c1cc(NS(=O)(=O)c2cccc(C(=O)O)c2)ccc1C,-0.9%,-6%,0.0%,-0.3%,4%,0%,0.5,46,6%,-2%
Cc1ccc(S(=O)(=O)Nc2cccc(-c3ccc(N4CCCCCC4)nn3)c2)cc1C,1.5%,10%,-0.1%,0.2%,-9%,5%,0.3,62,10%,-40%
O=C1OCC/C1=C\c1ccccc1O,-0.1%,-12%,-0.1%,-0.6%,-2%,-3%,1.4,107,6%,9%
Cc1c(C(=O)OCC(C)C)[nH]c2c1C(=O)CC(c1cccs1)C2 (stereo not given),4.3%,-20%,-0.1%,0.0%,-17%,6%,0.4,70,9%,3%
COc1ccc(C(=O)NCc2cccnc2)cc1,0.1%,-58%,-0.4%,8.6%,2%,24%,-1.0,55,5%,-50%
